# High-throughput results deposited in PubChem by several laboratories.
# HSP90 refold inh: HSP90 inhibitors, primary screen, cell lysate, luminescence; Heat shock protein HSP 90 (rabbit reticulocyte lysate; luciferase refolding); Rabbit reticulocyte lysate, luciferase refolding luminescence, 3 h; inhibition, % at 5.6 µM; actives 0.91% (n = 290,000); AID 1789, 2009;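 active = inhibition above the screen-wide mean plus 3 SD, computed separately per campaign, cut at about 16% in these data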;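 note: 0% = DMSO wells and 100% = 60 µM geldanamycin wells; inhibitors lower the luminescence because luciferase stays unfolded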
# HIF act: HIF pathway transcriptional activators, primary screen, cell-based, U2OS HRE-luciferase, luminescence; actives 0.32% (n = 300,000); activation, % at 7.5 µM (by protocol); U2OS HRE-luciferase reporter; normalized: DMSO 0%, desferrioxamine 100%;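 active = mean activation of at least 10% of the iron chelator positive control signal, with at least half of replicates also reaching 10%; inconclusive = mean and replicate majority disagree about reaching 10%; inactive = mean and most replicates under 10%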
# KLF5 inh: KLF5 expression inhibitors, primary screen, DLD-1 cells, luminescence; AID 1700, 2009; DLD-1 KLF5 promoter-luciferase reporter; inhibition, % at 5 µM; actives 0.23% (n = 290,000);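 active = inhibition above a per-plate limit of that plate's mean compound inhibition plus 3 SD, cut at about 60% in these data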;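 note: 0% = DMSO wells and 100% = LY294002 at 200 µM; higher means less KLF5 promoter-driven luciferase light; inactives centre near -14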
# Platelet DG rel: inhibitors of platelet dense granule secretion, primary screen, cell-based, MLPCN, human platelets. human platelet-rich plasma, SFLLRN dense granule ATP release, luminescence. inhibition, %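 (compounds screened at 7.5 µM in platelet-rich plasma)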. actives 0.22% (n = 300,000);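 active = mean replicate score, as percent of positive control, at or above 50; inconclusive = mean below 50 but at least one replicate at or above 50; inactive = mean and every replicate below 50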
# HSF1 inh: HSF1 inhibitors in luciferase reporter cells, primary screen, cell-based, NIH3T3, luminescence | activity change, negative = inhibition, % at 7.5 µM (by protocol) | actives 0.77% (n = 300,000) | NIH3T3-HGL HSE-luciferase, MG132-induced, luminescence 8 h; hits give low values;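 active = more than half of replicate wells show activity change below -50%, luminescence cut by over half; inconclusive = some wells, but at most half, below -50%; inactive = no replicate well below -50%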;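 note: luciferase reports HSF-1 transcriptional activity via heat shock element; 0% = median of DMSO wells and -100% = zero luminescence signal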
# AI-2 QS mod: Vibrio harveyi AI-2 quorum sensing modulators, primary screen, JMH597 strain, luminescence/OD600 ratio; actives 0.4% (n = 300,000); activity change, % at 7.5 µM; Vibrio harveyi JMH597 AI-2 luminescence/OD600 ratio, 9 h; hits give low values; strain lacks LuxN and CqsS sensors; 0 = neutral-control median; AID 2094, 2009; in the data active = activity change below about -75%, passing the limit was not always enough; inconclusive = no clear call, values can overlap the other calls;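 note: luminescence divided by OD600 gain over 9 h not by final OD600 alone; inactives centre near 13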
# IEC-6 tox: cytotoxicity in IEC-6 intestinal epithelial cells, primary screen, cytotoxicity control for KLF5 inhibitor project, cell-based, luminescence; IEC-6 cytotoxicity, luminescence viability; inhibition, % at 5 µM; actives 0.78% (n = 290,000); in the data active = inhibition above about 22%;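 note: 0% = plate median of test compound wells and 100% = cytotoxic reference compound wells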
# HSF1 activator: HSF-1 activators, primary screen, NIH3T3-HGL cells, MG132 stress, luminescence, single point | NIH3T3-HGL HSF-1 luciferase reporter, 8 h; 100% = twice DMSO control signal | activation, % at 9 µM | actives 1.7% (n = 300,000);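 active = mean replicate activation of at least 50% with a set share of replicates each reaching 50%; inconclusive = only one of those two conditions met; inactive = mean below 50% and too few replicates reaching it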;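 note: 0% = median of the neutral control wells and 100% = twice that signal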
# HDAC3 inhib: HDAC3 deacetylase inhibitors, primary screen, biochemical, fluorescence, cell-free homogeneous; Histone deacetylase 3 (Homo sapiens), O15379; recombinant HDAC3, fluorogenic peptide/trypsin coupled; inhibition, % at 8.3 µM; actives 0.15% (n = 320,000); in the data active = inhibition above about 26%, passing the limit was not always enough; inconclusive = no clear call, values can overlap the other calls
# Target sequence (O15379 whole entry, looked up): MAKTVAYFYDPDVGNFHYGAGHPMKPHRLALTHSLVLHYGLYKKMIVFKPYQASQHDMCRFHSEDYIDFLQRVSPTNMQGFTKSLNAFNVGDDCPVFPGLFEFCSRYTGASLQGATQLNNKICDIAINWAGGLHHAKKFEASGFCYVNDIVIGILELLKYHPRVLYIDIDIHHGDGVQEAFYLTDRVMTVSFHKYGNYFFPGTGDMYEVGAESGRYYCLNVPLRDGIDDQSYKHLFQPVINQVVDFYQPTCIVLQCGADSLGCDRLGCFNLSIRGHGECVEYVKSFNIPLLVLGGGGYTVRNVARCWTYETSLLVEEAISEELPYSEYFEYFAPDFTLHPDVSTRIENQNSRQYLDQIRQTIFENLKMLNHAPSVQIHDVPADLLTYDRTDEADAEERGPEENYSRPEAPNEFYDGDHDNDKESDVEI
# aSyn UTR inh: MLPCN primary screen, SNCA 5' untranslated region | alpha-synuclein 5'UTR reporter, inhibitor activity | inhibition, % (tested at 7.5 µM) | actives 0.82% (n = 300,000) | AID 1813, 2009; in the data active = inhibition above about 60%; inconclusive = no clear call, values can overlap the other calls;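 note: H4 neuroglioblastoma cells stably carrying SNCA 5'UTR luciferase fusion; 0% = DMSO wells and 100% = positive control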
# * = called active by the depositor; ? = inconclusive; / = not tested or not shown.
SMILES,HSP90 refold inh,HIF act,KLF5 inh,Platelet DG rel,HSF1 inh,AI-2 QS mod,IEC-6 tox,HSF1 activator,HDAC3 inhib,aSyn UTR inh
CC(=O)NC(C)c1nc2ccccc2n1CC(=O)N1C(C)CCCC1C (centres undefined),-1,-0.3,-14,-1,0,7,1,-18,3,22
O=C(CC1COc2ccccc2O1)NCCc1ccccc1 (centres undefined),2,0.2,-7,2,-1,26,6,5,-2,-8
CCOC(=O)c1nn(-c2ccc(F)cc2)c2c1CC/C2=C/c1ccccc1,-4,0.0,-39,-1,-3,16,-13,-20,3,27
CC1=C(C(=O)OC2CCCCCCC2)C(c2ccc(O)cc2)NC(=O)N1 (centres undefined),3,-0.3,1,-2,-3,9,2,15,6,46
CCOc1ccc(OCCC(=O)OCC(=O)Nc2ccc(C)c(S(=O)(=O)N3CCCCC3)c2)cc1,/,0.1,/,10,1,36,/,-13,/,4
CCCOC(=O)CC1C(=O)NCCN1Cc1cc(OC)cc(OC)c1 (centres undefined),-1,-0.4,-12,-4,1,3,-2,-1,-8,8
CC(C)(CCl)C(=O)Nc1ccnc(-c2ccncc2)n1,5,0.4,-8,1,-20,17,12,-37,4,20
Cc1ccc(CN(C)C(=O)COC(=O)CSc2ccc(C(N)=O)cc2[N+](=O)[O-])cc1,/,0.0,/,-2,1,/,/,-5,9,-12
O=C(CSc1nnc(CCc2nc3ccccc3[nH]2)n1-c1ccccc1)NCc1ccccc1,-1,-0.2,-42,11,-2,22,5,-6,-1,-11
CC(=O)c1cn(-c2ccc(Cl)cc2)c(=O)[nH]c1=O,-4,-1.5,-15,-3,-2,8,-5,1,2,11
O=C(C[n+]1cc(-c2ccc(F)cc2)n2c1CCC2)OCc1ccccc1,-1,0.5,-20,2,-1,5,1,-2,3,16
Cn1cc(C(=O)N/N=C/C2=C(N3CCOCC3)C(=C/c3ccc([N+](=O)[O-])cc3)/CC2)ccc1=O,/,0.1,/,-1,-7,9,/,-23,2,18
COc1ccc(N2CC(C(=O)Nc3cccc(C)n3)CC2=O)cc1 (centres undefined),-3,-0.1,-27,0,-6,4,-4,12,5,37
COc1ccc(CNc2ccc(C)c(C)c2)c(OC)c1OC,-1,0.3,-12,-6,/,28,1,/,-8,-29
COc1ccc(C(=O)OCC(=O)NC(=O)NC2CCCC2)c(OC)c1,7,-0.2,15,1,4,5,6,12,-8,5
CC1Sc2ccc(C(=O)OCc3ccccc3Cl)cc2NC1=O (centres undefined),/,3.9,/,-4,6,36,/,13,-1,-147
O=C(/C=C/c1cccs1)N1CCN(c2ccccc2F)CC1,-1,1.6,-50,24,4,28,2,18,1,-1
COc1cccc(CNCCO)c1OCc1ccccc1Cl,-1,0.3,-20,-16,-1,2,0,6,4,2
O=C(CNS(=O)(=O)c1ccccc1)N1CCN(c2ccccc2)CC1,0,0.0,-18,-1,-5,28,5,-5,-9,-2
O=C(NCCc1csc(-c2cccnc2)n1)c1cccc(Cl)c1,-1,0.8,-1,-5,-6,-7,2,4,2,-31
O=C(NCC(c1ccco1)N1CCc2ccccc2C1)c1ccc(F)cc1 (centres undefined),/,-0.1,/,2,3,9,/,13,9,0
Cc1ccc(CNC(=O)CN2C(=O)CSc3ccc(S(=O)(=O)N4CCC(C)CC4)cc32)cc1,-6,0.1,-13,-8,3,23,-3,36,2,-10
CCN(CC)S(=O)(=O)c1ccc(NC(=S)Nc2ccc(F)cc2)cc1,3,1.9,-24,1,-8,11,-4,-26,1,-1
CC(C)C(=O)N1CCN(C2=NS(=O)(=O)c3ccccc32)CC1,-3,/,-29,/,/,/,-7,/,-1,/
CCCCCCCC(=O)NNC(=O)c1c(O)c2ccccc2n(CC)c1=O,2,-0.7,8,-2,-5,33,7,6,2,-3
Cc1coc(C)c1C(=O)Nc1ccc2ccccc2c1,2,5.4,-107,1,19,7,4,?,/,-162
NC(=O)c1cccnc1Nc1cccc(F)c1,-3,0.9,-7,3,2,-10,-1,4,-8,-48
COc1ccc(-n2c(C)nc3c(cnn3-c3ccc(Cl)cc3)c2=O)cc1,2,-0.2,-10,-3,-8,-18,5,-1,11,-14
CC1(C)CC(=O)C2=C(C1)c1c(ccc3ncccc13)NC2c1cccs1 (centres undefined),-3,0.2,9,-13,1,17,6,8,-7,-5
CCOc1cc2c(cc1OC)C(NC(=O)C(F)(F)F)CC2=O (centres undefined),6,0.1,12,-3,-8,38,-1,4,-6,-23
Cc1c(CCC(=O)NCCCCCC(=O)O)c(=O)oc2c(C)c3oc4c(c3cc12)CCCC4,4,-5.6,-38,6,-10,24,-3,-7,-6,-10
O=C(NCCc1cn2ccsc2n1)C1CCCCC1,-2,0.4,20,-1,-2,17,1,-11,/,2
Nc1nonc1C(=O)NCCNc1ccc([N+](=O)[O-])cn1,1,-0.8,-37,15,15,6,5,37,2,5
O=C(CSc1nnc(-c2ccncc2)o1)N1CCCC1,-2,0.3,-14,-2,-4,5,8,-13,1,14
CCOC(=O)C1CCN(C(=O)CCCn2c(=O)c3cccn3c3cccnc32)CC1,0,0.1,-11,-9,-2,27,0,1,0,2
CN(C)C(=O)COC(=O)c1ccc(S(=O)(=O)NCc2ccco2)cc1,0,-0.2,-9,0,-8,32,0,-3,1,0
Cc1ccc(C(=O)NCC(=O)Nc2ncccc2C)s1,/,-0.2,/,-33,-9,0,/,-18,-5,15
CCOc1ccc(NC(=O)CSc2nc3[nH]ncc3c(=O)n2-c2ccccc2OC)cc1,0,-1.3,-24,12,-4,19,-2,5,9,6
O=c1o[nH]c(-c2ccccc2)c1C1=NCCCCC1,-4,-0.2,-5,-5,0,6,-8,10,5,-24
O=C1Nc2ccccc2/C1=C/c1ccccc1Cl,0,0.4,-34,-2,2,3,4,11,-3,-45
CC(=O)Nc1ccc(OCc2cccc([N+](=O)[O-])c2)cc1,1,2.8,-79,1,3,25,1,29,3,-59
O=C1N/C(=C/c2ccc(N3CCOCC3)o2)C(=O)N1c1ccccc1,-1,/,-12,/,/,/,-6,/,8,/
COc1cc(C(=O)Sc2ccc(Cl)cc2)cc(OC)c1OC,1,-1.0,-2,-1,60,5,0,79*,0,-17
CCN1C(=O)C(CC(=O)Nc2ccc(F)cc2)N(Cc2ccc3c(c2)OCO3)C1=S (centres undefined),0,0.8,-5,0,5,3,0,-8,11,23
CSc1ncccc1C(=O)Nc1nc(C(C)(C)C)cs1,-4,2.2,-33,-5,7,/,-2,14,0,59
COc1ccc(-c2cc(C(=O)NCCCn3ccnc3)no2)cc1,0,1.0,-21,8,0,16,6,-2,-3,-40
CCOC(=O)C(NCc1ccccn1)(NC(=O)c1cccnc1)C(F)(F)F (centres undefined),4,-0.2,-13,3,-2,25,2,-27,5,-16
Brc1ccc(-c2nnc3n2C2(CCCC2)Cc2ccccc2-3)o1,8,-1.6,-8,8,5,22,1,5,-4,35
CC1CN(C(=O)C2CCCC2)C(C)CN1C(=O)C1CCCC1 (centres undefined),-3,-0.4,-9,-17,-4,12,-11,5,-5,-4
COc1ccc(NC(=O)C2CCCN(CCCc3ccccc3)C2)cc1OCC(C)C (centres undefined),-2,-1.9,8,10,2,28,-1,4,6,13
CN1C(=O)c2ccc(NC(=O)CCS(=O)(=O)c3ccccc3)cc2C1=O,3,0.1,-8,12,-4,23,-4,6,-9,21
O=C(O)c1ccccc1SCCS(=O)(=O)c1ccc(Cl)cc1Cl,-2,-54,-23,6,-8,41,-1,-6,1,-4
COC(CNC(=O)C1CCCN(S(=O)(=O)c2ccc3c(c2)oc(=O)n3C)C1)OC (centres undefined),-5,0.8,-18,-5,-3,10,-10,0,-3,10
O=C(c1cc(-c2ccccc2)n[nH]1)N1CCc2c([nH]c3ccccc23)C1c1ccccn1 (centres undefined),3,-0.1,-19,2,31,13,7,50,-3,-26
C/C(CC(=O)Nc1cccc(Cl)c1C)=N\NC(=O)Cc1csc(N)n1,0,0.1,-12,-5,0,4,3,9,1,-2
C=CCn1c(SCc2ccc3c(c2)OCO3)nc2scc(-c3ccco3)c2c1=O,5,-0.5,15,10,9,9,-9,40,-3,29
COc1ccc(-c2nc3c(c(=O)[nH]c(=O)n3Cc3ccccc3)n2C)cc1,-1,-0.4,-6,-1,3,23,-8,19,-5,39
CCOC(=O)c1sc(C)c2c1NC1(CCCCCC1)NC2=O,1,-0.4,-13,8,12,20,-6,16,8,29
Cc1cc(C)c(NC(=O)CSc2ccc(-c3ccccn3)nn2)c(C)c1,2,-0.3,-27,0,3,14,3,6,-7,7
Cc1sc2nc(CSc3nc4ccccc4s3)[nH]c(=O)c2c1C,2,0.7,-20,0,11,20,-6,27,-2,-21

# More structures.
SMILES,HSP90 refold inh,HIF act,KLF5 inh,Platelet DG rel,HSF1 inh,AI-2 QS mod,IEC-6 tox,HSF1 activator,HDAC3 inhib,aSyn UTR inh
CCOC(=O)c1ccc(Oc2c(C)oc3cc(OS(C)(=O)=O)ccc3c2=O)cc1,-3,-0.3,-21,1,3,12,-5,-6,9,24
CCn1c(CNC(=O)c2ccccc2F)cc2cc(C)ccc21,0,-5.0,-42,3,-5,-20,7,2,1,-61
Cc1nc(C)c(/C(O)=C\c2nc3ccc([N+](=O)[O-])cc3oc2=O)o1,5,-0.4,-24,-14,-7,5,2,-16,11,/
S=C(NCc1ccccc1)NCc1cccc(Cl)c1,-3,/,-23,/,/,-25,-10,/,4,/
Cc1cccc2cc(C#N)c(NCCNS(=O)(=O)c3ccc4c(c3)OCCO4)nc12,1,-0.6,-30,-4,6,11,4,16,-14,-16
CCn1cnc2sc(C(=O)Oc3cccc(C)c3)c(C)c2c1=O,1,3.4,10,3,7,15,-3,-3,2,-67
Cc1ccccc1NC(=O)Cc1cn(C)c2ccccc12,1,0.7,-8,-1,15,42,3,16,0,-10
CCC1(C)Cc2ccccc2C(=S)N1 (centres undefined),1,-0.3,-12,-6,-5,-10,-2,-6,-5,3
Cc1ccc(S(=O)(=O)NC2=NCN(C3CCN(Cc4ccccc4)CC3)CN2)cc1,-3,-0.1,-22,2,-2,10,-2,-12,-6,5
COc1ccc2nc(COC(=O)c3ccco3)c(C(C)=O)[n+]([O-])c2c1,3,-0.4,-16,3,-7,6,-1,-17,1,7
CCOC(=O)N1CCN(Cc2c(F)cccc2Cl)CC1,1,-0.4,-31,-2,1,15,3,19,5,2
O=C(NCc1ccc(F)cc1)c1c2c(nc3ccccc13)CCN(Cc1ccccc1)C2,1,-0.2,-13,1,10,9,5,16,-10,-22
